CCR6 antagonist: CCR6 receptor antagonists, primary screen, cell-based, CHO-K1, luminescence, beta-arrestin, uHTS. C-C chemokine receptor type 6 (Homo sapiens), P51684. CHO-K1 CCR6 PathHunter beta-arrestin, CCL20-stimulated. inhibition, % at 20 µM. hit rate 0.49% among 340,000;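 active = compounds whose inhibition of the agonist-driven luminescence signal at 20 µM reaches about 50%, limit read from the data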;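 also: cells stimulated with CCL20 at 14 nM final; plate controls were DMSO with CCL20 for no effect and DMSO without agonist for full effect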
Target sequence (P51684 whole entry, looked up): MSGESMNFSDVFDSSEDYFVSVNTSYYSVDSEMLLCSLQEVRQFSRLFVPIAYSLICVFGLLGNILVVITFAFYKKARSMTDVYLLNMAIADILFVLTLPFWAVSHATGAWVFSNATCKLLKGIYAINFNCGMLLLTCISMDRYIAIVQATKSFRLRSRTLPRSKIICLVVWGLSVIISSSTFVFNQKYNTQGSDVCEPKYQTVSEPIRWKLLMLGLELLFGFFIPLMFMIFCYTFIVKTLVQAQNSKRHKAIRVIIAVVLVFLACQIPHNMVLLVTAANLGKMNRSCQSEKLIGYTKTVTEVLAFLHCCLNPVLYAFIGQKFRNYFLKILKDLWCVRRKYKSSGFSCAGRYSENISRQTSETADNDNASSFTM
Gli-Sufu antag: Gli-Sufu pathway antagonists, primary screen, luciferase luminescence, Sufu-KO-LIGHT cells, uHTS. Sufu-KO-LIGHT fibroblasts, Gli luciferase reporter luminescence. inhibition, % at 5 µM. hit rate 0.74% among 340,000;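 active = inhibition above about 55%, limit read from the data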;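 also: 0% = DMSO-treated cells and 100% = wells with medium but no cells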
EBI2 antag: EBI2 receptor antagonists, beta-arrestin recruitment, primary screen, cell-based, luminescence, 7a,25-OHC stimulation, uHTS; G-protein coupled receptor 183 (Homo sapiens), P32249; 7a,25-OHC stimulated; inhibition, % at 5 µM; hit rate 0.81% among 360,000; AID 651636, 2012; in the data active = inhibition above about 38%;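 also: enzyme fragment complementation signal reports receptor beta-arrestin coupling in cells; 0% = agonist plus DMSO wells and 100% = wells without agonist; some results beyond the cut were filed as inactive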
Target sequence (P32249 whole entry, looked up, the tested form may be a part): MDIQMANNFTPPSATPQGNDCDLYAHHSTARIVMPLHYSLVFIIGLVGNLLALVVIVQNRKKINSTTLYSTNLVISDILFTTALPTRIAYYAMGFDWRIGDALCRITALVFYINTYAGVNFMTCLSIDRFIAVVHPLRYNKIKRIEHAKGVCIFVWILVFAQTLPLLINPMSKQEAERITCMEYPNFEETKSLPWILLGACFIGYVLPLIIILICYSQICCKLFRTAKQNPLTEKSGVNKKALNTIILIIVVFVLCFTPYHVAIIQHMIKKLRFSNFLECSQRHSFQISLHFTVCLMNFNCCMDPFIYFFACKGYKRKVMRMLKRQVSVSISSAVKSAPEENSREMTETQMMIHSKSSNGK
SENP8 inh: SENP8 protease inhibitors, primary screen, biochemical, luminescence. inhibition, % at 10 µM. AID 2540, 2010. hit rate 1.2% among 330,000. purified SENP8, Z-RLRGG-aminoluciferin cleavage
Target sequence (Q96LD8 whole entry, looked up): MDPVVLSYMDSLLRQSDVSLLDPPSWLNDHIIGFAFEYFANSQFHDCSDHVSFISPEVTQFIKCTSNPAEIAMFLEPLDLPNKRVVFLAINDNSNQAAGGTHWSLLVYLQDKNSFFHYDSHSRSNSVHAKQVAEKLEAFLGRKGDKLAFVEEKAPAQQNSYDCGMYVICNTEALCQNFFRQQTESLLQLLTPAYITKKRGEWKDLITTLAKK
697 NFkB inh: inhibitors of PMA/ionomycin-induced NF-kB reporter, 697 cells, primary screen, B-cell NF-kB inhibitor project, cell-based, luminescence, uHTS; 697 B-cell NF-kB luciferase reporter, 16 h; inhibition, % at 4 µM; hit rate 0.33% among 330,000; in the data active = inhibition above about 35%
Apaf1 inhib: inhibitors of human Apaf-1 apoptosome, primary screen, biochemical, DEVD-Rh110 fluorescence, uHTS | Apoptotic protease-activating factor 1 (Homo sapiens), O14727 | reconstituted apoptosome caspase-3 activity | inhibition, % at 20 µM | hit rate 0.71% among 330,000 | AID 489030, 2010; active = inhibition of at least 40% at 20 µM;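 also: plate controls were DMSO wells for no effect and DEVD-CHO caspase inhibitor wells for full effect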
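Medium: Hepes buffer, pH 7.5 / System: biochemical Apaf-1 apoptosome reconstitution / Measured by: Rh110 fluorescence, excitation 480 nm, emission 540 nm / Times: compound with Apaf-1, dATP, procaspase-3 30 min, then 50 min reaction, room temperature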
Jurkat NFkB inh: inhibitors of induced NF-kB luciferase reporter, primary screen, TCR NF-kB activation inhibitor project, cell-based, luminescence, uHTS; hit rate 0.53% among 330,000; inhibition, % at 4 µM; Jurkat, PMA/ionomycin-induced NF-kB luciferase reporter
UBC13 inh: UBC13 polyubiquitin chain formation inhibitors, primary screen, biochemical, TR-FRET, uHTS. Ubiquitin-conjugating enzyme E2 N (Homo sapiens), P61088. inhibition, % at 20 µM. hit rate 0.47% among 330,000. AID 485273, 2010; in the data active = inhibition above about 45%, passing the limit was not always enough; inconclusive = no clear call, values can overlap the other calls
* marks the source's active call; other numbers are inactive results; ? = inconclusive; nt = no result given. Rule as the data show it, unless noted: active = inhibition above about 50%; inactive = the rest.

cpd	canonical_smiles	Gli-Sufu antag	Jurkat NFkB inh	UBC13 inh	SENP8 inh	EBI2 antag	697 NFkB inh	Apaf1 inhib	CCR6 antagonist
1	CCn1c(=O)n(CC(=O)N2CC(C)CC(C)C2)c(=O)c2ccccc21 (stereo not given)	7.2	-13.1	6.8	-2.8	-1.9	18.4	1.0	4.0
2	CCN(C(=O)Cn1nc(C)n2c(cc3cc(C)ccc32)c1=O)c1ccccc1	-8.2	2.8	5.2	-2.5	1.2	-6.7	12.1	9.7
3	COC(=O)c1ccc2nc(NC(=O)CSCC(=O)OCC(=O)c3ccccc3)sc2c1	-6.5	-8.7	-11.8	-17.6	1.3	0.2	12.1	-2.2
4	O=C(CN1C(=O)NC2(CCCCC2)C1=O)NCCc1ccccc1	-11.2	-2.2	5.5	14.3	-4.6	13.4	-5.6	16.6
5	CCOC(=O)c1sc(=NC(=O)c2ccc(F)cc2)n(C)c1C	-99.0	-153.9	23.0	-4.3	-5.8	-198.2	2.4	-5.1
6	CN=C(N)NCCC[C@H](N)C(=O)O	-1.9	-1.5	-4.3	-0.8	-4.1	4.5	-2.4	8.2
7	COc1cc(NC(=O)Nc2cccc(Cl)c2)c(C(=O)O)cc1OC	5.2	-17.5	4.9	-2.4	-6.7	-5.1	12.0	-24.0
8	COc1ccc(N=C2S/C(=C\c3cccs3)C(=O)N2CC(C)C)cc1	1.1	-19.8	-2.6	2.4	21.3	16.8	2.9	25.1
9	Cc1cc(=O)oc2cc(OCC(=O)OCC(=O)NCc3ccc4c(c3)OCO4)ccc12	-1.1	8.6	-13.1	-6.9	-0.1	3.7	2.8	4.1
10	Cc1ccc(NC(=O)CSc2nnnn2C)cc1S(=O)(=O)N(C)C	-10.3	-9.4	2.2	8.5	-19.0	14.4	-4.2	2.2
11	Cc1ccc(S(=O)(=O)N2CCN(C(C)C(=O)NCC(C)c3ccccc3)CC2)cc1 (stereo not given)	-11.0	1.1	6.8	4.5	-5.0	7.5	5.7	2.9
12	COc1ccccc1CN1CCNC(=O)C1CC(=O)NCc1csc(C)n1 (stereo not given)	-5.9	-22.0	-24.0	-8.9	2.3	-2.0	-4.1	0.2
13	O=C(Nc1ccc2nc3n(c(=O)c2c1)CCCC3)c1ccccc1[N+](=O)[O-]	1.4	5.3	-15.5	-5.2	-3.9	15.5	1.0	3.7
14	c1ccc(-c2nc3cc4ccccc4cc3[nH]2)nc1	-122.0	-58.6	-17.1	93.8*	11.3	-272.0	11.8	35.1
15	Cc1ccccc1NC(=O)c1csc2c1CCCC2	-15.2	-7.0	3.6	-9.1	7.8	5.4	-12.6	7.5
16	O=C(NC1CCCC1)c1n[nH]c2ccccc12	-58.6	-76.4	-2.3	-5.0	-4.8	-67.8	0.4	-4.3
17	COc1ccc(OC)c(/C(C)=N/Nc2ccc(C(=O)O)cc2)c1	2.9	-2.3	-3.4	2.7	5.8	-26.9	9.3	0.3
18	COc1ccccc1NC(=O)CCN1C(=O)C2CC=C(Cl)CC2C1=O (stereo not given)	-1.0	-10.2	-0.2	-1.1	-2.3	2.8	-17.3	7.0
19	CC(C)(C)c1ccc(C(=O)CC(=O)c2cc(Cl)ccc2O)cc1	-61.4	9.5	-5.3	3.7	20.9	-65.0	-9.1	31.4
20	C/C=C/C(=O)Nc1cccc(C(F)(F)F)c1	3.8	2.9	1.5	2.5	-4.9	8.3	-0.2	20.3
21	COc1cc(/C=C(\C#N)c2nc3ccccc3[nH]2)ccc1OC(=O)c1ccco1	-20.9	-53.8	-23.8	83.3*	6.7	11.3	14.1	21.1
22	COc1ccc(CNC(=S)Nc2cccc(C)c2C)cc1	-4.2	1.2	0.8	3.6	7.6	0.0	15.2	47.9
23	Cc1cccc(OCCCC(=O)NCc2ccco2)c1	26.7	5.4	-3.3	-11.2	-14.1	6.2	0.3	0.2
24	O=C(C1CCN(S(=O)(=O)N2CCOCC2)CC1)N1CCN(c2ccc(F)cc2)CC1	14.9	12.5	-0.7	5.2	1.8	-1.5	1.5	-11.2
25	CCOc1ccc(-c2nc(CSc3nnc(C)s3)cs2)cc1OC	-8.8	-9.8	-0.5	-17.5	-9.9	-21.4	9.3	4.0

cpd	canonical_smiles	Gli-Sufu antag	Jurkat NFkB inh	UBC13 inh	SENP8 inh	EBI2 antag	697 NFkB inh	Apaf1 inhib	CCR6 antagonist
26	O=C(CN(Cc1ccccc1)C(=O)CCl)c1cccc(Br)c1	-5.8	4.5	6.3	-10.0	11.5	12.1	17.7	-0.5
27	O=C(NCc1ccccc1C(F)(F)F)C1CC(c2ccc(C(F)(F)F)cc2)=NO1 (stereo not given)	-2.0	-0.5	-4.4	-17.8	-12.3	-6.9	12.3	18.2
28	COc1ccc(OCCCC(=O)Nc2ccc(N3CCOCC3)cc2)cc1	-5.5	-1.6	-6.1	-11.4	-0.4	6.7	1.1	-0.2
29	CN(Cc1ccc(OC(F)F)cc1)Cc1nc2c(Br)cc(Br)cc2c(=O)[nH]1	5.1	12.0	?	-4.5	-7.8	9.4	5.3	10.3
30	O=S(=O)(NCCOCC(F)(F)C(F)F)c1ccc2oc3ccccc3c2c1	0.3	-3.2	4.9	0.8	4.0	2.8	2.8	1.9
31	CCOC(=O)CCC(=O)N(CCN(C(=O)CCC(=O)OCC)c1ccccc1)c1ccccc1	7.9	1.4	3.9	-1.8	-8.5	-11.0	8.8	8.1
32	Cc1cc2ccccn2c1C(=O)c1ccc(NN)c([N+](=O)[O-])c1	-0.6	19.4	-47.4	4.1	9.5	45.4*	7.6	4.6
33	O=C(O)C1Nc2c(C(=O)N3CCOCC3)cccc2C2C=CCC12 (stereo not given)	-28.2	15.3	-21.5	8.8	-14.6	5.1	12.9	-1.6
34	CN1CCN(C(=S)Nc2ccc(Oc3ccccc3)cc2)CC1	6.2	4.0	2.1	-5.4	-4.4	-12.5	-15.9	-3.2
35	CSc1ccc(-c2nnn(Cc3ccc(Br)cc3)n2)cc1	-24.4	-18.4	1.0	-2.9	16.3	-5.3	10.4	13.4
36	COc1ccc(CC(=O)NCC2(c3ccc(OC)c(OC)c3)CCCC2)cc1	28.6	-2.3	-6.9	-7.5	14.9	-4.2	16.1	6.5
37	COc1ccccc1OCC(=O)NNC(=O)Nc1ccccc1	7.5	-6.7	1.1	-12.7	-2.6	3.6	1.3	6.0
38	COc1ccc(-c2csc(NC(=O)CS(=O)(=O)c3ccc(F)cc3)n2)cc1OC	1.6	5.0	3.4	-3.2	-5.4	-2.0	11.8	-9.7
39	N#Cc1c(C(F)(F)F)cc(-c2ccc(F)cc2)[nH]c1=O	-4.5	-2.0	3.3	8.2	-0.8	5.3	6.9	10.0
40	Cc1ccc2nsnc2c1S(=O)(=O)N(Cc1ccco1)Cc1cc2cccc(C)c2[nH]c1=O	8.0	0.0	?	4.9	-38.4	33.6	-4.2	-4.5
41	CCCCN(C(=O)CCC(=O)Nc1cc(C)on1)C(C(=O)NC1CCCC1)c1ccccc1C (stereo not given)	-3.6	0.9	1.6	-4.2	3.3	5.4	15.0	-6.0
42	CC(=O)N1c2ccc(S(=O)(=O)NCCC(=O)N3CCCC(C)C3)cc2CC1C (stereo not given)	-1.1	5.4	6.4	-0.8	-9.8	12.7	-11.0	9.0
43	Cc1ccc(C(=O)NC(=S)N2CCN(c3cc(C)ccc3C)CC2)cc1	8.4	19.2	35.6	1.3	8.5	19.3	19.2	41.8
44	CC(=O)c1ccc(OCCCN2CCCCC2)cc1	-3.0	3.4	7.3	-5.4	-14.3	8.1	4.4	-4.7
45	Cc1ccc(NC(=O)/C(C#N)=C/c2cccs2)c(C)c1	-35.7	-29.8	-5.2	-16.9	-2.0	-59.8	1.8	19.2
46	COc1ccc(/C=N/NC(=O)CC(=O)NCc2cccnc2)cc1	7.2	6.7	2.4	1.6	6.0	18.6	-5.6	-5.2
47	Cc1cc(C)c(OCCCCN2CCNCC2)c(C)c1	10.2	-37.1	1.1	-2.5	-12.5	-39.5	-6.7	-2.7
48	CC1C(=O)Nc2ccc(S(=O)(=O)N3CCN(c4cccc(Cl)c4)CC3)cc2NC1=O (stereo not given)	27.9	15.4	7.0	4.2	-10.6	4.9	15.5	-9.5
49	COCCCNC(=O)C[C@H]1C[C@H](C(=O)N2CCCCC2)[C@@]2(C)c3[nH]c4ccc(Cl)cc4c3CCN2C1=O	0.3	nt	nt	nt	4.4	0.2	10.3	10.9
50	Cc1cc(=O)oc2cc(OCC(=O)N3CC(C)OC(C)C3)ccc12 (stereo not given)	7.6	3.6	4.2	0.9	nt	12.3	-7.6	6.1

cpd	canonical_smiles	Gli-Sufu antag	Jurkat NFkB inh	UBC13 inh	SENP8 inh	EBI2 antag	697 NFkB inh	Apaf1 inhib	CCR6 antagonist
51	COc1ccc(CN(C)C(=O)Cc2ccc(OC)c(S(=O)(=O)N3CCOCC3)c2)cc1OC	4.3	5.8	101.2*	-1.0	-10.0	24.7	59.8*	-0.8
52	CCOCCCn1c(=S)[nH]c2cc(C(=O)NCC(OC)OC)ccc2c1=O	9.1	3.9	-4.8	-2.0	-2.2	6.9	-1.9	-0.5
53	C[C@H]1COC(=O)[C@@H](CC(=O)OC(C)(C)C)C/C=C\C[C@@H](CC(=O)N(CCO)Cc2ccccc2)C(=O)N1	-18.9	-7.1	-9.6	-19.3	4.0	4.5	3.4	3.7
54	S=c1[nH]nc(COc2ccccc2)n1C1CCCCC1	1.1	-0.8	-0.1	-4.7	8.2	-18.9	13.1	0.8
55	Cc1cc(C(=O)Nc2ccc3c(c2)OCCO3)co1	-69.3	-51.5	7.3	15.4	-5.5	-18.3	-19.7	1.2
56	CSc1ccccc1NC(=O)CN(C)CC(=O)Nc1ccccc1N1CCOCC1	41.1	-4.4	-16.8	5.8	-0.2	-5.7	-7.0	0.9

697 NFkB inh: what is marked active above
item | SMILES | Jurkat NFkB inh | UBC13 inh | SENP8 inh | EBI2 antag | 697 NFkB inh | CCR6 antagonist
32 | Cc1cc2ccccn2c1C(=O)c1ccc(NN)c([N+](=O)[O-])c1 | 19.4 | -47.4 | 4.1 | 9.5 | 45.4* | 4.6

In the list so far, these have an NH in an aromatic ring.
cpd	canonical_smiles	Gli-Sufu antag	Jurkat NFkB inh	UBC13 inh	SENP8 inh	EBI2 antag	697 NFkB inh	Apaf1 inhib	CCR6 antagonist
14	c1ccc(-c2nc3cc4ccccc4cc3[nH]2)nc1	-122.0	-58.6	-17.1	93.8*	11.3	-272.0	11.8	35.1
16	O=C(NC1CCCC1)c1n[nH]c2ccccc12	-58.6	-76.4	-2.3	-5.0	-4.8	-67.8	0.4	-4.3
21	COc1cc(/C=C(\C#N)c2nc3ccccc3[nH]2)ccc1OC(=O)c1ccco1	-20.9	-53.8	-23.8	83.3*	6.7	11.3	14.1	21.1
29	CN(Cc1ccc(OC(F)F)cc1)Cc1nc2c(Br)cc(Br)cc2c(=O)[nH]1	5.1	12.0	?	-4.5	-7.8	9.4	5.3	10.3
39	N#Cc1c(C(F)(F)F)cc(-c2ccc(F)cc2)[nH]c1=O	-4.5	-2.0	3.3	8.2	-0.8	5.3	6.9	10.0
40	Cc1ccc2nsnc2c1S(=O)(=O)N(Cc1ccco1)Cc1cc2cccc(C)c2[nH]c1=O	8.0	0.0	?	4.9	-38.4	33.6	-4.2	-4.5
49	COCCCNC(=O)C[C@H]1C[C@H](C(=O)N2CCCCC2)[C@@]2(C)c3[nH]c4ccc(Cl)cc4c3CCN2C1=O	0.3	nt	nt	nt	4.4	0.2	10.3	10.9
52	CCOCCCn1c(=S)[nH]c2cc(C(=O)NCC(OC)OC)ccc2c1=O	9.1	3.9	-4.8	-2.0	-2.2	6.9	-1.9	-0.5
54	S=c1[nH]nc(COc2ccccc2)n1C1CCCCC1	1.1	-0.8	-0.1	-4.7	8.2	-18.9	13.1	0.8

Some of the compounds tested (hit frequency here may not be typical).
